Assay outcomes deposited in PubChem by several laboratories.
NadD inh: inhibitors of Staphylococcus aureus NadD | purified NadD enzyme, colorimetric absorbance read-out | inhibition, % at 20 µM | 0.78% of 360,000 active | AID 602399; in the data active means inhibition above about 26%; further: some compounds past the cut are filed as inactive
Scp-1 inhibitor: inhibitors of human Scp-1 phosphatase; Q9GZU7; Recombinant Scp1, phosphopeptide, malachite green phosphate absorbance; inhibition, % at 20 µM; 0.88% of 340,000 active; AID 493091;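 active means inhibition above about 50% at 20 µM, limit read from the data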;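 further: plate controls were DMSO wells with enzyme for no effect and wells lacking enzyme for full effect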
Target sequence (Q9GZU7 76-261 limits assumed): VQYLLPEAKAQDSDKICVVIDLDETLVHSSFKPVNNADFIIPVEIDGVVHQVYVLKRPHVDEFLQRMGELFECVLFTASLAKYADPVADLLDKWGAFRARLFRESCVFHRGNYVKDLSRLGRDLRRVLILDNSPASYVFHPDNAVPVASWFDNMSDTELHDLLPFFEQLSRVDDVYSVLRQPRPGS
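System: SCP-1 catalytic domain; Reagent: Phospho 17-mer peptide substrate; Doses: one concentration, 20 µM, with 1.0% DMSO; Incubation: 45 min room-temperature reaction, 5 min colour, 30 min stabiliser; Signal: Phosphate-binding colour reagent, absorbance read at 630 nm.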
Tb MetRS inh: Trypanosoma brucei MetRS inhibition; purified T. brucei MetRS, ATP depletion, Kinase-Glo luminescence; inhibition, % at 11.9 µM; 0.4% of 360,000 active;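 active means inhibition above a per-plate cutoff of the control wells' mean inhibition plus 3 SD, cut at about 5.5% in these data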;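 further: 0% = DMSO wells median and 100% = median of wells with control inhibitor compound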
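assay system = parasite MetRS enzyme | timing = 15 min preincubation, 2 h reaction, all 25 °C | evaluation = percent inhibition relative to median high and low control wells | medium = HEPES buffer containing pyrophosphatase, BSA, spermine, DTT | compound = single dose, 11.9 µM final nominal, 0.9% final DMSO | detection = Kinase-Glo luminescence, ATP depletion format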
DNMT1 inh: blocks human DNA methyltransferase DNMT1 | P26358 | DNMT1 molecular beacon, Hinp1I cleavage, fluorescence | inhibition (reported as % activation of signal), % at 10 µM | 0.83% of 360,000 active; in the data active means inhibition above about 50%
STEP block: blocks human striatal-enriched tyrosine phosphatase. AID 588621. P54829. recombinant STEP, OMFP fluorogenic substrate, fluorescence. 0.25% of 360,000 active. inhibition, % at 20 µM;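 active means inhibition at 20 µM, scaled per plate between control wells, above about 37%, limit read from the data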;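 further: 0% = DMSO with enzyme and substrate and 100% = substrate only without enzyme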
Target sequence (P54829 whole entry, looked up): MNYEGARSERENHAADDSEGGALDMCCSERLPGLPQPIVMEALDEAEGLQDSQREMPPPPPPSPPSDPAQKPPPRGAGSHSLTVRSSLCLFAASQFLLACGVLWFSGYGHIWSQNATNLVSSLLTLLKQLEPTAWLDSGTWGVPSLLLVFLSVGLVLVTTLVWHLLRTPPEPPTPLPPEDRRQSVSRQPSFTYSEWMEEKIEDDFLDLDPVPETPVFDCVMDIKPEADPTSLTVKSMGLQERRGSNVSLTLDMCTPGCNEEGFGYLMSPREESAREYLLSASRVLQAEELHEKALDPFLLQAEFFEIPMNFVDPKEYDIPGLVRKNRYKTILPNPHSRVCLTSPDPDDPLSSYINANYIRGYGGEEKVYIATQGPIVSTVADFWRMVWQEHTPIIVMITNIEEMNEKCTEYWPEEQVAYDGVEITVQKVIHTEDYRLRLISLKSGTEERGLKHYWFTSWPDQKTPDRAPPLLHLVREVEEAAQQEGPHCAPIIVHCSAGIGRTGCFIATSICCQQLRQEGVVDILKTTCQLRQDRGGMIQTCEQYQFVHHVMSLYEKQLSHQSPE
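Assay system: isolated STEP enzyme. Buffer or medium: pH 6.0 Bis-Tris with DTT and Tween 20. Also added: fluorogenic phosphatase substrate OMFP at 25 µM final. Dosing: 20 µM, 1% DMSO. Timing: 20 min reaction, room temperature, in the dark. Measured by: fluorescence intensity, excitation 480 nm, emission 540 nm. Evaluation: normalized % inhibition.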
LMPTP inh: blocks human LMPTP phosphatase | P24666 | recombinant LMPTP-A, OMFP fluorogenic substrate, fluorescence intensity | inhibition, % at 20 µM | 0.22% of 360,000 active | AID 651560;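 active means compounds that cut the enzyme signal by at least half of the control window in the single-dose screen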;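 further: plate controls were DMSO wells with enzyme plus substrate for no effect and substrate without enzyme for full effect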
Target sequence (P24666 whole entry, looked up): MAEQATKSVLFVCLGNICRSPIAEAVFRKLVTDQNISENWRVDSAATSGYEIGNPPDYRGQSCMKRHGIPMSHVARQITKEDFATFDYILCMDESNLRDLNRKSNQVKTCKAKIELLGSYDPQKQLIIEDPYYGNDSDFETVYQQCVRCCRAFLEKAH
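Test system: LMPTP-A, protein tyrosine phosphatase of low molecular weight; Input: 0.625 nM enzyme; Incubation: 50 min dark incubation at room temperature; Signal: endpoint fluorescence intensity from OMFP dephosphorylation; Read-out basis: % inhibition versus control wells.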
CSN inh: inhibitors of human CSN-mediated cullin deneddylation; 0.38% of 360,000 active; Purified CSN, SCF-Nedd8-OG deneddylation, fluorescence polarization; AID 651999; inhibition, % at 12.5 µM;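 active means pattern-corrected inhibition above about 35%, with an unprinted fluorescence ratio check between 0.5 and 1.5, limit read from the data, passing the limit was not always enough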;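 further: 0% = enzyme with substrate and 100% = substrate without enzyme; some results filed as inactive read as strong as hits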
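Material: purified human Csn5 enzyme expressed in HEK293T cells / Medium: Tris buffer pH 7.5, NaCl, DTT, Tween-20, trehalose, ovalbumin / Compound dosing: 12.5 µM single point / Schedule: 90 min incubation of compound, enzyme and substrate at room temperature / Signal: fluorescence polarization of the substrate / Control set: no-enzyme wells high, enzyme-with-substrate wells low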
Rpn11 inh: Rpn11 (human) deubiquitinase inhibition. calls only at 20 µM. human 26S proteasome, Ub4-pepOG fluorescence polarization; 20S core pre-blocked with epoxomicin. AID 588493. 0.59% of 360,000 active;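 active means inhibition at 20 µM, scaled to each plate's controls, above about 33%, limit read from the data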
PABP1 MLLE inh: blocks PAM2 peptide binding to the PABP1 MLLE domain. P11940. inhibition, % at 20 µM. AID 588489. GST-MLLE / FITC-PAM2 fluorescence polarization. 0.36% of 360,000 active; in the data active means inhibition above about 35%, passing the limit was not always enough;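 further: plate controls were DMSO wells with GST-MLLE for no effect and wells lacking GST-MLLE protein for full effect; some results filed as inactive read as strong as hits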
SUMO1-SIM PPI: modulators of human SUMO1-mediated protein-protein interactions | inhibition, % at 20 µM | P63165 | AID 602429 | 0.33% of 360,000 active | SUMO1 binding to a labelled peptide, TR-FRET, 1 h; in the data active means inhibition above about 37%
Target sequence (P63165 whole entry, looked up): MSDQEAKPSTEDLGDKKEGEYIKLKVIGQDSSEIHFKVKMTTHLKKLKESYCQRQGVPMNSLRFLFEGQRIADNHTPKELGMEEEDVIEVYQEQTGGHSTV
Starred values were filed as active, the others as inactive; i = inactive; . = no result given; + = active, no number.

Preview:
SMILES	NadD inh	Scp-1 inhibitor	Tb MetRS inh	DNMT1 inh	STEP block	LMPTP inh	CSN inh	Rpn11 inh	PABP1 MLLE inh	SUMO1-SIM PPI
CC(C)n1c(SCC(=O)NC2CCCCC2)nnc1-c1ccco1	2.9	-1.2	-0.9	0.9	-1.1	-0.8	0.4	i	-1.9	-2.0
O=P1(O)C=C(c2ccccc2)OC(c2ccccc2)=C1	-2.9	0.5	-0.2	1.8	1.5	-2.1	1.4	i	-8.4	8.6
CN1CCN(C(=O)CSc2nnc(COc3ccc(Cl)cc3)o2)CC1	-3.9	-3.1	-0.7	8.9	-1.7	-0.5	6.6	i	-75.1	5.5
CCCNS(=O)(=O)c1ccc(OCC(=O)N2CCc3ccccc3C2)c(C)c1	-2.6	-5.0	2.7	2.0	1.8	-0.1	1.7	i	-6.7	6.2
O=C(NCCC(=O)N1CCN(S(=O)(=O)c2ccccc2Cl)CC1)Nc1ccccc1	2.2	-8.1	-0.3	-7.2	-1.2	-10.3	-3.4	i	25.5	-19.1
COc1ccc(OC)c(CNn2c(-c3ccccc3F)nc3ccccc3c2=O)c1	6.4	0.9	0.4	-1.4	0.2	1.6	-5.3	i	5.0	5.7
O=C(c1ccc(Cl)c(S(=O)(=O)NCc2ccccc2)c1)N1CCN(c2ccccn2)CC1	-1.9	-6.1	0.0	0.1	-2.0	-0.5	-3.1	i	8.9	3.5
CC(=O)N/N=C(\C)CCc1ccccc1	-1.1	-11.3	-0.5	-1.1	-2.6	-0.3	-1.2	i	5.3	-5.9
Cc1ccc(S(=O)(=O)c2c(C)nn(C(C)(C)C)c2OC(=O)CC(C)C)cc1	-6.0	-13.7	-0.4	2.2	-0.7	0.8	-2.2	i	20.4	0.6
N/C(=N\OC(=O)Oc1ccccc1)c1ccc([N+](=O)[O-])cc1	-1.1	-2.1	0.3	2.3	-5.3	-1.5	5.3	i	-5.6	-20.7
CC(=O)Nc1ccccc1C(=O)C(=O)Nc1ccc(Cl)cc1	-0.2	-11.7	0.1	-1.0	4.8	-1.7	2.7	i	5.3	-7.0

Results, previewed entries included:
SMILES	NadD inh	Scp-1 inhibitor	Tb MetRS inh	DNMT1 inh	STEP block	LMPTP inh	CSN inh	Rpn11 inh	PABP1 MLLE inh	SUMO1-SIM PPI
CC(C)n1c(SCC(=O)NC2CCCCC2)nnc1-c1ccco1	2.9	-1.2	-0.9	0.9	-1.1	-0.8	0.4	i	-1.9	-2.0
O=P1(O)C=C(c2ccccc2)OC(c2ccccc2)=C1	-2.9	0.5	-0.2	1.8	1.5	-2.1	1.4	i	-8.4	8.6
CN1CCN(C(=O)CSc2nnc(COc3ccc(Cl)cc3)o2)CC1	-3.9	-3.1	-0.7	8.9	-1.7	-0.5	6.6	i	-75.1	5.5
CCCNS(=O)(=O)c1ccc(OCC(=O)N2CCc3ccccc3C2)c(C)c1	-2.6	-5.0	2.7	2.0	1.8	-0.1	1.7	i	-6.7	6.2
O=C(NCCC(=O)N1CCN(S(=O)(=O)c2ccccc2Cl)CC1)Nc1ccccc1	2.2	-8.1	-0.3	-7.2	-1.2	-10.3	-3.4	i	25.5	-19.1
COc1ccc(OC)c(CNn2c(-c3ccccc3F)nc3ccccc3c2=O)c1	6.4	0.9	0.4	-1.4	0.2	1.6	-5.3	i	5.0	5.7
O=C(c1ccc(Cl)c(S(=O)(=O)NCc2ccccc2)c1)N1CCN(c2ccccn2)CC1	-1.9	-6.1	0.0	0.1	-2.0	-0.5	-3.1	i	8.9	3.5
CC(=O)N/N=C(\C)CCc1ccccc1	-1.1	-11.3	-0.5	-1.1	-2.6	-0.3	-1.2	i	5.3	-5.9
Cc1ccc(S(=O)(=O)c2c(C)nn(C(C)(C)C)c2OC(=O)CC(C)C)cc1	-6.0	-13.7	-0.4	2.2	-0.7	0.8	-2.2	i	20.4	0.6
N/C(=N\OC(=O)Oc1ccccc1)c1ccc([N+](=O)[O-])cc1	-1.1	-2.1	0.3	2.3	-5.3	-1.5	5.3	i	-5.6	-20.7
CC(=O)Nc1ccccc1C(=O)C(=O)Nc1ccc(Cl)cc1	-0.2	-11.7	0.1	-1.0	4.8	-1.7	2.7	i	5.3	-7.0
CCCn1c(SCC(=O)NC2CCCC2)nnc1C(C)C	-0.8	-4.7	0.1	1.7	-0.4	-1.1	0.9	i	-0.9	3.1
COc1ccc(-n2cccc2/C=C2/NC(=O)N(c3cccc(Cl)c3)C2=O)cc1	4.3	6.8	0.2	11.2	1.8	-0.8	-11.3	+	-145.2	0.7
COc1ccc(-n2c(C)c([N+](=O)[O-])c3ccc(O)c(CN(C)C)c32)cc1	-10.7	-5.2	-1.0	-2.5	5.0	-1.0	3.6	i	1.9	-21.4
COC(=O)c1scc(C)c1NC(=O)c1ccc(Cl)cc1	-2.5	-9.1	-0.6	1.3	-1.4	-1.1	1.5	i	-3.4	1.9
COc1ccc2c(CC(=O)Nc3ccc4nc(N5CCOCC5)sc4c3)coc2c1	2.0	.	0.4	-19.3	-1.6	1.8	6.0	i	-74.6	-0.9
COc1cc(F)ccc1S(=O)(=O)N1CCN(c2ccccc2)CC1	-7.9	-2.8	0.6	-0.5	1.8	-1.8	-0.6	i	-0.6	2.8
S=C(Nc1ccc(Oc2ccccc2)cc1)N(CCCN1CCOCC1)Cc1ccccn1	-5.6	-3.0	-0.4	-0.2	15.5	-2.4	-3.9	i	-10.1	-1.3
CCOC(=O)N1CCN(C(=O)c2cccc(S(=O)(=O)Nc3ccc(F)cc3)c2)CC1	-1.0	-2.0	-0.5	-0.3	-2.9	0.8	-2.9	i	8.4	0.2
CCN(C)C1CN(Cc2cn(CCCC(=O)OC)nn2)S(=O)(=O)C1 (stereo not drawn)	-1.4	.	-0.5	.	.	-0.6	-0.4	.	.	1.8
O=C1CSC(c2ccccc2[N+](=O)[O-])N1c1ccccc1 (stereo not drawn)	-2.6	-9.3	0.4	-1.0	0.2	0.8	-7.4	i	28.4	-11.9
Cc1csc(NC(=O)CSc2nnc(-c3ccccn3)n2-c2ccc(C)c(C)c2)n1	2.9	3.3	-0.9	2.3	-0.5	-1.2	2.6	i	20.1	0.6
Cc1ccc2c(c1)c1c3n2CCN(C(=O)Cn2c(-c4ccccc4)noc2=O)C3CCC1 (stereo not drawn)	7.6	-7.8	0.3	-1.7	-0.4	0.2	0.6	i	-8.9	3.7
CCC(c1nnnn1CCOC)N1CCN(c2nc3ccccc3s2)CC1 (stereo not drawn)	4.9	-8.0	0.9	1.6	1.1	0.3	-9.1	i	3.7	1.0
ON1C2CCCCC2N(O)C1c1c(F)c(F)c(F)c(F)c1F (stereo not drawn)	-0.6	-7.2	-0.2	-1.8	-0.5	-1.2	6.2	i	-11.1	2.5
c1ccc(CSc2ncnc3c2cnn3Cc2ccccc2)cc1	-1.3	-8.4	-1.0	-1.6	-2.4	3.5	4.1	i	6.6	9.3
CC(C)c1ccc(S(=O)(=O)N2CCN(C(=O)c3cccc(F)c3)CC2)cc1	0.8	-7.1	-0.6	-2.4	0.7	0.4	2.1	i	1.6	-1.0
Cc1ccccc1NC(=O)C1C2CCCC1C2c1ccccc1 (stereo not drawn)	-4.8	5.5	0.2	-0.1	1.5	0.5	0.6	i	2.2	-0.2
CC(C)C[C@H]1CN([C@@H](Cc2ccccc2)CN2CCC[C@@H]2CN2C(=O)C(=O)NC[C@@H]2Cc2ccc(O)cc2)C(=O)C(=O)N1CCc1ccccc1	13.1	.	0.3	6.9	0.7	0.9	-2.0	i	-3.8	6.3
CCN(CC(=O)NCc1ccc(Cl)cc1)C(=O)/C=C/c1ccco1	-4.6	-4.7	0.4	-23.5	0.7	0.0	10.5	i	-7.5	-1.2
Cc1ccc(C23CC4CC(CC(C(=O)OCC(=O)N(C)C)(C4)C2)C3)cc1	-1.2	-19.0	-0.4	-2.7	11.4	-0.3	-1.2	i	-6.2	9.1
CCCCNC(=O)C1(C)CCCCN1C(=O)c1c(Cl)cccc1Cl (stereo not drawn)	3.8	.	-0.1	0.6	-3.8	0.6	-0.4	i	-3.8	-1.1
CN1CC(=O)N2[C@H](c3ccc4c(c3)OCO4)c3[nH]c4ccccc4c3C[C@@H]2C1=O	-1.2	-8.8	-1.3	-0.6	-6.2	-1.8	-1.7	i	5.6	4.4
Cc1ccccc1-c1nc(CS(=O)(=O)CC(=O)NCc2ccco2)c(C)o1	-1.9	-4.0	0.1	-0.6	-0.9	0.4	1.2	i	4.6	-0.7
Cc1oc(-c2ccccc2F)nc1CS(=O)CC(=O)NCc1ccccc1 (stereo not drawn)	-8.4	-8.5	-0.4	-1.9	-2.9	0.4	0.0	i	10.9	0.3
CCc1nnc(NS(=O)(=O)c2ccc(NC(=O)c3ccccc3O)cc2)s1	-2.2	-9.1	1.6	0.9	0.8	-1.1	1.7	i	5.4	15.5
Cc1ccc(NC(=O)CCn2cccc2)cc1Cl	-1.6	-0.3	-0.2	-9.5	-2.5	-2.2	0.9	i	-9.9	0.4
Cc1ccc(N2C(=O)C(Cl)=C(NCc3ccccc3)C2=O)c(C)c1	-2.1	-9.5	-0.8	-6.4	-1.2	1.4	-5.0	i	3.1	-14.0
CSCCC(NS(=O)(=O)c1ccc(C)cc1)C(=O)NCCc1c[nH]c2ccccc12 (stereo not drawn)	-7.7	-9.2	-0.2	-1.2	-4.5	-0.6	0.8	i	-16.1	-1.6
CCc1ccccc1S(=O)(=O)Cc1ccc(C(=O)NCc2cccs2)o1	-2.4	-2.8	-0.4	-3.9	0.8	0.1	2.6	i	3.5	-2.2
CCN(CCCNC(=O)CNC(=O)c1nn(-c2ccc(OC)c(OC)c2)c(=O)c2ccccc12)c1ccccc1	-9.7	-3.6	-0.8	0.1	2.2	0.8	5.5	i	-20.8	-7.3
